PfHsp40 rescue = restores yeast growth despite PfHsp40 toxicity | AID 504582 | 340,000 compounds, 0.68% hits | growth rescue, % at 12.5 µM | S. cerevisiae expressing PfHsp40, growth rescue, ATP luminescence; in the data active means growth rescue above about 28%, passing the limit was not always enough; inconclusive means no clear call, values can overlap the other calls;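 further: yeast W303a lacking pdr1 and pdr3 grown in galactose medium; growth measured after three days at 30 °C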
BH1578 lux ind = quorum light induction in luxS cqsA deficient V. cholerae; V. cholerae BH1578 lux reporter, luminescence, 6 h; 350,000 compounds, 0.16% hits; AID 588436; activation, % at 18.7 µM; in the data active means activation mostly above about 9.7%, no sharp cut-off; inconclusive means no clear call, values can overlap the other calls; inactive means mostly below about 3.7%; further: not every result past the cut was called active; inactives centre near 0; reference of the scale not given here
PriA SSB inh = blocks PriA binding to SSB C-terminal tail. 430,000 compounds, 0.6% hits. AID 1272365. inhibition, % at 33 µM. AlphaScreen SSBct-PriA binding, biotinylated peptide; in the data active means inhibition mostly above about 37%, no sharp cut-off; inactive means mostly below about 20%;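 further: plate controls were negative control peptide for no effect and reference peptide for full effect; strong numbers were not always called active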
PrPC surface inh = reduces human prion protein on the cell surface; P04156; cell surface PrPC, TR-FRET read-out; inhibition, % at 13.8 µM; 370,000 compounds, 0.43% hits; in the data active means inhibition above about 24%; further: 0% = median of the test wells and 100% = reference compound wells
3CLpro inhibitor = SARS-CoV 3CLpro protease inhibition. P0C6X7. recombinant SARS-CoV 3CLpro, quenched FRET peptide cleavage. inhibition, % at 6 µM. 290,000 compounds, 0.14% hits; in the data active means inhibition above about 12%
TcdB inh = inhibitors of Clostridioides difficile toxin B glycohydrolase; TcdB glycohydrolase enzymatic assay, plate reader; AID 652162; inhibition, % at 9.99 µM; P18177; 350,000 compounds, 0.24% hits; in the data active means inhibition above about 10%
Anthrax LF inh2 = blocks Bacillus anthracis lethal factor protease. P15917. multiplex microsphere protease cleavage assay, LF. inhibition, % at 10 µM. 360,000 compounds, 0.12% hits. AID 588501; further: plate controls were buffer without enzyme for full effect and enzyme alone for no effect
Target sequence (P15917 whole entry, looked up): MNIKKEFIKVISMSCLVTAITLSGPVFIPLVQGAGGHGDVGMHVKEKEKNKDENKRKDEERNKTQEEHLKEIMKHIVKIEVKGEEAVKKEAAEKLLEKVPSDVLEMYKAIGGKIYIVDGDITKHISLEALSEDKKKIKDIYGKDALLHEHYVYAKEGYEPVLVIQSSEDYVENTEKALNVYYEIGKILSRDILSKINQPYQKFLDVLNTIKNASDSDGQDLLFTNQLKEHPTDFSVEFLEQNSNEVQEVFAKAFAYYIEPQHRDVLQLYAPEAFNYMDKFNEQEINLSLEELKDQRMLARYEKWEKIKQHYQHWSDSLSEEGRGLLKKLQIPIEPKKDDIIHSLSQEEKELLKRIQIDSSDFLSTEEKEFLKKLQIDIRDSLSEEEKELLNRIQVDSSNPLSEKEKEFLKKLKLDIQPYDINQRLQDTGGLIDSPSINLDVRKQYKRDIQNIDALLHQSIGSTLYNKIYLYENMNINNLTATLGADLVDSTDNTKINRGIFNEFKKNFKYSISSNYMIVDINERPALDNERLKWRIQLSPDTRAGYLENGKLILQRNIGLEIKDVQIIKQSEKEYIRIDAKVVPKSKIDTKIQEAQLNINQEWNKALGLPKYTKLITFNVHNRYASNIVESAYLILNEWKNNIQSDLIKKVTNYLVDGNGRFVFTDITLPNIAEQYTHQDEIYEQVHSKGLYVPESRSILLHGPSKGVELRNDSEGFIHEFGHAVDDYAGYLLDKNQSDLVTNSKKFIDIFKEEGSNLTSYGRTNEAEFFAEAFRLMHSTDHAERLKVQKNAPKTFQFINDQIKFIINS
BoNT A protease = BoNT A light chain protease inhibition; 360,000 compounds, 0.17% hits; multiplex microsphere protease substrate cleavage, flow cytometry; inhibition, % at 10 µM; further: plate controls were buffer without enzyme for full effect and enzyme alone for no effect
Y pestis TopoI = inhibitors of Yersinia pestis topoisomerase I; Y. pestis Topo-I cleavage product accumulation, plate reader; activity, % at 10 µM; 360,000 compounds, 0.064% hits; in the data active means activity above about 50%, passing the limit was not always enough; inconclusive means no clear call, values can overlap the other calls; further: inactives centre near 2
Numbers without * were called inactive; i = inactive; ? = inconclusive; nt = not tested or not shown; & = joins results of further samples. Unless noted, no stated cut-off is given here; in the data, active means inhibition above about 30%; inconclusive means no clear call, values can overlap the other calls; inactive means below that. An excerpt (hit frequency here may not be typical).

Values run as follows: PrPC surface inh, PfHsp40 rescue, BH1578 lux ind, TcdB inh, Anthrax LF inh2, 3CLpro inhibitor, BoNT A protease, PriA SSB inh, Y pestis TopoI
[1] Cn1c(CN2CCN(C(=O)c3ccccc3)CC2)nc2cc([N+](=O)[O-])ccc21
  -10, -1.0, -0.3, 0.3, -3, 7, -1.2, -7, -1
[2] O=C(CSc1nc2cc(Cl)ccc2s1)NC1CCCc2ccccc21 (stereo unspecified)
  5, -0.1, -0.3, nt, 2, 7, 0.7, 8, 42
[3] COc1ccc(Cl)cc1C(=O)NNC(=O)c1ccc(F)c(S(=O)(=O)N2CCOCC2)c1
  -10, 0.8, i, 0.8, -8, nt, -0.6, -11, -2
[4] Cc1cc(=O)n(C(C)(C)C)c(=O)n1Cc1ccccc1
  -7, -0.9, i, 0.4, 7, 7, -0.5, -17&-9, 7
[5] CCOc1ccc2c(c1)c1nnc(SCC3CCCO3)nc1n2C (stereo unspecified)
  -20, 2.4, i, nt, 0, -2, -0.1, -3, 8
[6] O=S(=O)(Cc1ccccc1)NC1c2ccccc2Oc2ccccc21
  0, -0.6, 1.2, 0.7, -5, nt, -1.3, -10, 33
[7] Cc1c(N(CC(=O)O)S(=O)(=O)c2ccccc2)c(=O)n(-c2ccccc2)n1C
  1, -0.2, -0.3, 0.1, -3, 6, 0.8, -17, 3
[8] CCC(C)/C(C)=N/NC(=O)CNS(=O)(=O)c1ccc([N+](=O)[O-])cc1 (stereo unspecified)
  -28, -0.1, i, -1.9, 7, 1, -0.4, nt, -10
[9] O=C(Nc1ccc(F)cc1)c1cccc2c1C(=O)N(CC1CCCO1)C2 (stereo unspecified)
  -10, 0.4, -0.3, 1.3, -4, -3, 0.6, -13, -3
[10] Cc1cccc(C)c1-n1c(C)cc(/C=N/NC(=O)c2ccncc2)c1C
  1, 0.2, -0.4, nt, -2, 4, 1.9, nt, 12
[11] COc1ccc(Sc2nnc(-c3ccccc3)cc2C#N)cc1
  7, 0.9, -0.6, nt, 0, 4, 0.5, -6, -6
[12] O=[N+]([O-])c1cc(S(=O)(=O)NCCCN2CCOCC2)ccc1Cl
  -15, 0.4, -0.2, nt, 1, 7, 2.4, -1, -5
[13] Cc1cc(/C=C(\C#N)C(=O)OCC#N)c(C)n1CC(C)C
  -4, -0.2, -0.2, 1.1, 2, 1, -0.9, -4, -4
[14] Cc1nc(NC(=O)c2ccc(Cl)cc2)sc1Cc1ccc2c(c1)OCO2
  1, -0.7, -0.3, nt, -2, 2, 0.3, -4, -3
[15] CCCOc1ccc(C(=O)c2ccccc2C(=O)O)cc1OCCC
  3, 0.3, -0.3, 3.5, -5, 3, -0.6, -20, 19
[16] COc1ccc2c(c1)S/C(=C\C(=O)c1ccncc1)N2C
  -24, 174*, -0.2, nt, -11, -3, 2.8, -10, 1
[17] Cc1ccc(NC(=O)c2ccc(CSc3ncnc4nc[nH]c34)cc2)c(C)c1
  12, -1.9, -5.0, nt, nt, 3, nt, -11, 10
[18] Fc1ccccc1N1CCN(Cc2cc(-c3ccccc3)on2)CC1
  7, 0.8, -0.1, -0.4, -5, -4, -1.6, -2, 6
[19] Cc1ccc(-c2nc3ccc(C)cn3c2Cc2cccc(F)c2)cc1
  -3, nt, nt, 0.4, -4, nt, 0.3, nt, nt
[20] Cc1ccc(S(=O)(=O)NC(=O)c2cc(C)n(-c3ccccc3)c2C)cc1
  7, 1.1, i, 0.4, 1, 5, 0.5, -13, 2
[21] Cn1nc(OCC(=O)O)cc1C(F)(F)F
  9, 0.9, -0.4, -0.1, -1, -3, -0.5, -14, -1
[22] CCOC(=O)C1=C(C)OC(N)=C(C#N)C1c1c(C)nn(-c2ccccc2)c1Cl (stereo unspecified)
  -5, 0.1, i, nt, -6, 1, -1.9, -6, 17
[23] NC(=O)C1CCN(C(=O)C2CCC(=O)N(Cc3ccc(Cl)cc3)C2)CC1 (stereo unspecified)
  -9, -0.7, -0.2, -0.8, -1, 5, -0.8, -4, -3
[24] CCc1ccccc1Nc1ncnc2ccccc12
  14, 0.3, -7.7, 1.5, -10, 5, -2.2, -3, 5
[25] CCOC(=O)Cc1csc(NC(=O)CSc2nnc(C(C)C)n2C)n1
  -4, 5.7, 14, nt, 0, -2, 0.0, -11, 2
[26] CC(C)(C)C(=O)Nc1ccc(N=Nc2ccccc2)cc1
  -4, 1.2, -0.2, 1.6, -4, -2, 0.3, -3, -1
[27] COc1ccccc1CNC(=O)CN1C(=O)NC2(CCC(C)CC2)C1=O (stereo unspecified)
  -1, -0.3, i, 0.6, 3, nt, 0.2, -14, 1
[28] Cc1nn(-c2ccc(Cl)cc2)c(=O)c2ccccc12
  -1, -0.8, -0.3, -0.3, -3, -2, 0.0, -7, -9
[29] COc1ccc(NC(=O)Nc2ccc(Br)c(C)c2)cc1
  0, 0.5, -0.5, -0.6, 0, 2, -2.2, -4, -2
[30] CC1CCN(CC(CS(=O)(=O)c2ccc([N+](=O)[O-])cc2)N2CCC(C)CC2)CC1 (stereo unspecified)
  -16, -0.6, -0.3, 0.5, -7, 3, 0.1, -3, 3
[31] Cc1ccc(-c2nnc(Nc3ccc(CC(N)=O)cc3)c3ccccc23)cc1S(=O)(=O)NCC1CCCO1 (stereo unspecified)
  -18, 0.4, -0.5, 2.1, nt, -4, nt, 6, 7
[32] Clc1cccc(Cc2c(-c3cccc(Cl)c3)nc3ccc(Br)cn23)c1
  24, nt, nt, 0.4, 5, nt, 0.0, nt, nt
[33] Cc1ccc(-n2ncc3c(SCC(=O)NNC(=O)C(C)C)ncnc32)cc1
  4, -0.2, -8.3, 0.1, 8, -2, -3.6, -7, -1
[34] O=C(CN1C(=O)CC(c2ccco2)Sc2ccccc21)NCc1ccc2c(c1)OCO2 (stereo unspecified)
  nt, 1.0, -0.7, 1.6, -2, 3, -3.0, 11, -6
[35] COC(=O)c1ccccc1NC1=C/C(=N\S(=O)(=O)c2ccc(C(=O)O)cc2)c2ccccc2C1=O
  nt, 17, 0.3, nt, -3, 6, 0.7, nt, -2
[36] CCOc1cc(/C=N/NC(=O)c2cccnc2)ccc1OCC(=O)N(C)C
  -2, -0.4, -0.2, 0.1, -5, 5, 0.1, nt, 5
[37] NC(Cc1ccc(C(F)(F)F)cc1)c1csc(Nc2nncc3ccccc23)n1 (stereo unspecified)
  -24, nt, i, 1.6, -2, nt, 0.9, nt, -16
[38] O=C(CCCn1c(=S)[nH]c2ccc(Br)cc2c1=O)NCc1ccccn1
  -4, 0.0, i, 0.9, -1, -2, -1.6, -5, 11
[39] CC1CCCCN1C(=O)c1cc(Cl)ccc1[N+](=O)[O-] (stereo unspecified)
  -11, 10, i, nt, 0, 0, -3.2, -4, -2
[40] CC(=O)OC[C@@H]1CN(Cc2cccc(C(F)(F)F)c2)C[C@H](n2cnc3c(N4CCOCC4)ncnc32)O1
  -1, nt, i, 1.6, 8, nt, 0.1, nt, 22

3 structures already listed, ordered by SMILES length, falling:
Values run as follows: PrPC surface inh, PfHsp40 rescue, BH1578 lux ind, TcdB inh, Anthrax LF inh2, 3CLpro inhibitor, BoNT A protease, PriA SSB inh, Y pestis TopoI
[37] NC(Cc1ccc(C(F)(F)F)cc1)c1csc(Nc2nncc3ccccc23)n1 (stereo unspecified)
  -24, nt, i, 1.6, -2, nt, 0.9, nt, -16
[33] Cc1ccc(-n2ncc3c(SCC(=O)NNC(=O)C(C)C)ncnc32)cc1
  4, -0.2, -8.3, 0.1, 8, -2, -3.6, -7, -1
[38] O=C(CCCn1c(=S)[nH]c2ccc(Br)cc2c1=O)NCc1ccccn1
  -4, 0.0, i, 0.9, -1, -2, -1.6, -5, 11

(next part)
Values run as follows: PrPC surface inh, PfHsp40 rescue, BH1578 lux ind, TcdB inh, Anthrax LF inh2, 3CLpro inhibitor, BoNT A protease, PriA SSB inh, Y pestis TopoI
[41] Cn1c(SCC(N)=O)nnc1-c1ccccc1
  1, -0.8, 1.2, nt, -4, 2, -1.6, 0, 3
[42] O=C(CCCN1C(=O)/C(=C\c2cccs2)SC1=S)Nc1ccccn1
  4, 0.5, 8.3, 0.5, 3, -7, 4.4, 8, -2
[43] O=C(NC1CCN(C(=O)NCc2ccccc2)CC1)c1cccc(F)c1
  10, 0.9, -0.3, -11, 0, -2, 0.4, -8, -1
[44] CC1CN(C)CCC1OC(=O)c1ccccc1 (stereo unspecified)
  -9, -0.2, i, 0.8, 7, 5, 2.4, -10, 5
[45] CCOP(=O)(OCC)C(NC(=O)c1ccc(OC)cc1)C(Cl)(Cl)Cl (stereo unspecified)
  6, -0.2, -2.5, 2.2, -8, 9, -0.3, -12, 5
[46] CN(C)CCOC1c2ccccc2CSc2ccccc21 (stereo unspecified)
  -7, 0.2, -0.2, -0.3, ?, nt, 5.8, -7, -12
[47] Cc1cc(NC(=O)c2ccc(C#N)cc2)on1
  4, -0.7, i, 0.8, -3, 0, -0.8, -12, 2
[48] CC(CC(=O)NNC(=O)c1ccncc1)c1ccccc1 (stereo unspecified)
  3, 1.2, -0.8, 2.0, -4, nt, 3.5, -9, 3
[49] O=C(CN(Cc1ccccc1)S(=O)(=O)c1cccc(C(F)(F)F)c1)NC1CCCCC1
  -4, 0.1, -0.4, nt, -7, 3, -0.5, -8, 17
[50] COC1(OC)N=C(N)C2(C#N)C(c3ccccc3)NC(C)=CC12C#N (stereo unspecified)
  -7, 0.1, 1.4, nt, -1, 3, 0.3, 6, 0
[51] Cc1ccc(Cn2cc(CN3CC(N4CCN(C5CCN(C)CC5)CC4)CS3(=O)=O)nn2)cc1 (stereo unspecified)
  5, nt, nt, 1.4, 0, nt, 0.1, nt, nt
[52] Cn1c2c(c(=O)n(C)c1=O)C(c1ccccc1Cl)C(C#N)=C(N)O2 (stereo unspecified)
  1, -1.9, -0.6, 1.0, -6, -1, -0.5, -14, -5
[53] CCOC(=O)CC(NS(=O)(=O)c1ccc2[nH]c(=O)sc2c1)c1ccc(C)cc1 (stereo unspecified)
  9, -0.5, 0.4, 1.1, 0, -4, -1.6, -4, -3
[54] CC(=O)Nc1ccc(-c2ccnc3c2CC(C(=O)Nc2ccc(C(C)C)cc2)O3)cc1 (stereo unspecified)
  2, nt, -0.5, 0.3, -1, nt, -0.8, nt, 6
[55] CC(=O)N1CCN(C(=O)CSc2nc3c(cnn3-c3ccccc3)c(=O)[nH]2)CC1
  4, -1.2, -0.3, nt, -2, -1, -0.2, 0, -7
[56] Cc1cc(C)c2nc(C(F)(F)F)c(C#N)c(N)c2c1
  1, -0.9, i, nt, -3, 4, -0.2, -4, 10
[57] Cc1ccc(C(=O)Nc2c(C)n(C)n(-c3ccccc3)c2=O)cc1
  8, 0.6, i, 0.1, 1, -3, -0.7, 11, -4
[58] CC(C)C1Cc2[nH][nH]c(=O)c2C(C2CC2)O1 (stereo unspecified)
  12, nt, nt, -3.0, -5, nt, 0.6, nt, nt
[59] CC(=NO)c1ccc2c(c1)C(=NO)c1ccccc1-2
  -18, 4.3, -1.1, 0.3, -2, nt, -0.2, -9, 2
[60] CC(C)Cc1nc2oc3c(Cl)ncnc3c2c2c1CCC2
  3, -0.3, -0.3, 0.5, -2, 2, 1.0, -4, 5
[61] Cn1c(=O)c2nc(-c3ccccc3)c(-c3ccccc3)nc2n(C)c1=O
  1, 0.7, -0.3, 0.6, 3, nt, 1.0, -4, 6
[62] Cc1nn(C)c(C)c1S(=O)(=O)N1CCCC(C(=O)NC2CCCCCC2)C1 (stereo unspecified)
  3, -0.5, 1.2, 2.7, -9, 5, -0.3, 1, 1
[63] O=C(Nc1nnc(-c2cccnc2)s1)c1cccs1
  1, -1.7, i, 0.6, -2, 5, -0.3, -13, -10

Assay outcomes from PubChem BioAssay.
